Tn7 DDE FP – DD(E)-Tn7 binding inhibition, primary FP screen | P02675 | FP displacement of FITC-Tn7 peptide from fibrin DD(E); 0% = median of compound wells per plate | inhibition, % at 8.3 µM | hit rate 0.13% among 370,000;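 active means inhibition above the mean of compounds falling within the control limits plus 3 SD of them, cut at about 14% in these data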;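 further: 0% = plate median of compound wells and 100% = 10 µM Aha-Tn7 peptide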
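system = human fibrin DD(E) protein | quantity = DD(E) 2 µM final | medium = Tris/NaCl/CaCl2 buffer, pH 7.8 | also added = labelled Tn7 tracer, 0.1 µM | compound dosing = single point at 8.3 µM | timing = compound with protein 10 min, then 3 h after probe, room temperature | signal = FP measurement | benchmarks = Aha-Tn7 high control | repeats = one replicate per compound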
ADAM17 inh – inhibits human ADAM17; P78536; recombinant ADAM17, EDANS/DABCYL FRET peptide cleavage; inhibition, % at 6.95 µM; hit rate 0.83% among 370,000;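 active means inhibition above the mean of compounds lying between control limits plus 3 SD, set per campaign, cut at about 8.5% in these data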;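 further: 0% = DMSO-only wells as the low control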
Target sequence (P78536 215-824 limits assumed): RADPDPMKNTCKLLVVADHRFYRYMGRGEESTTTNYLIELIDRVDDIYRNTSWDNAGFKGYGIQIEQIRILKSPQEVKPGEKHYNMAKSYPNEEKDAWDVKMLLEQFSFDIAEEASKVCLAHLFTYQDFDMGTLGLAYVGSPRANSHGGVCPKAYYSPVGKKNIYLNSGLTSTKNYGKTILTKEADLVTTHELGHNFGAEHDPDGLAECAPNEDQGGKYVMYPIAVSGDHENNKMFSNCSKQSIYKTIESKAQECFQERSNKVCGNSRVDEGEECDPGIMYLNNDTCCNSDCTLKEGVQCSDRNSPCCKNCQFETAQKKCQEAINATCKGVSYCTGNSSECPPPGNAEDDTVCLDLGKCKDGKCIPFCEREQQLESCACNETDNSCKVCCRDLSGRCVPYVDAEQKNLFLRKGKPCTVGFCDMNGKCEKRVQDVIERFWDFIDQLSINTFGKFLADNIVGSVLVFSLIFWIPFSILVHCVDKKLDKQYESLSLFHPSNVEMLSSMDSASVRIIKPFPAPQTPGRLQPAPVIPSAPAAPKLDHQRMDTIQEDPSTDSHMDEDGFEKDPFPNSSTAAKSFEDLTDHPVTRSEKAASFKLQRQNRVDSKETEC
PLCg1 inh – blocks human PLC-gamma1 enzyme activity. P19174. purified PLC-gamma1, fluorogenic substrate, fluorescence. inhibition, % at 12.2 µM. hit rate 0.84% among 370,000. AID 720700; in the data active means inhibition above about 9.5%
PLC-beta3 inh – blocks human PLC-beta3 enzyme activity | hit rate 0.18% among 370,000 | AID 720704 | Purified PLC-beta3, fluorogenic substrate, fluorescence | inhibition, % at 12.2 µM; in the data active means inhibition above about 11%;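 further: 0% = median of compound wells on plate and 100% = full blocker control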
MBD2 DNA inh – inhibitors of human MBD2 binding to methylated oligonucleotide | inhibition, % at 4.4 µM | hit rate 0.31% among 370,000 | TR-FRET | Q9UBB5; in the data active means inhibition above about 13%
KLK7 zymogen act – activates the human kallikrein-7 zymogen; purified proKLK7, EDANS-DABCYL substrate fluorescence; 100% is mature enzyme control, 0% vehicle; P49862; activation, % at 7 µM; hit rate 0.9% among 370,000;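 active means activation above the mean of all tested compounds plus 3 SD, computed per campaign excluding outliers beyond control limits, cut at about 13% in these data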
Target sequence (P49862 whole entry, looked up): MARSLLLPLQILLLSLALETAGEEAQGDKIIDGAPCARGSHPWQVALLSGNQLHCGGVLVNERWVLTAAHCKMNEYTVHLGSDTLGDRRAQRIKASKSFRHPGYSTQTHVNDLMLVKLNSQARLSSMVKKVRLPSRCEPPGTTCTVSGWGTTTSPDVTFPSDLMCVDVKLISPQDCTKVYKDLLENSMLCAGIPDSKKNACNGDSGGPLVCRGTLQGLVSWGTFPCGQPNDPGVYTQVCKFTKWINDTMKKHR
ARFGAP1 inh – inhibits rat ARF GTPase activating protein 1; Q62848; Arfgap1-stimulated ARF1 GTP hydrolysis, GDP FP detection; inhibition, % at 16.5 µM; hit rate 0.26% among 360,000; AID 651572;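 active means inhibition above a per-plate limit, mean inhibition of low control wells plus 3 SD, cut at about 25% in these data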;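 further: 0% = DMSO wells with enzyme and 100% = wells lacking Arfgap1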
Target sequence (Q62848 1-136 limits assumed): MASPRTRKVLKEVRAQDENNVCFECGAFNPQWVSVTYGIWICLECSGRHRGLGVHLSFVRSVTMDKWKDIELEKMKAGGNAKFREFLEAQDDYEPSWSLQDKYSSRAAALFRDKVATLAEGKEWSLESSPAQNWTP
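Material – truncated rat Arfgap1 GAP domain · Buffer or medium – HEPES-based buffer, pH 7.5 · Reagent – human ARF1(Δ1-17)-GTP substrate · Dosing – 16.5 µM single point, 1.26% DMSO · Schedule – GTP hydrolysis reaction 2 h at 25 °C · Technique – GDP detection by fluorescence polarization · Benchmarks – No-Arfgap1 wells (100%) versus DMSO full-reaction wells (0%) · Repeats – single replicate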
Tn6 DDE FP – DD(E)-Tn6 binding inhibition, primary FP screen; P02675; Fibrin DD(E) TRITC-Tn6 fluorescence polarization displacement; inhibition, % at 8.3 µM; hit rate 0.21% among 370,000; AID 720509;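 active means inhibition above a per-campaign cutoff: mean of compounds within control limits plus 3 SD, cut at about 15% in these data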;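 further: 0% = median of all compound wells on the plate and 100% = blocking peptide control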
ASAP1 inh – ASAP1 ArfGAP inhibition. Q9ULH1. ASAP1-stimulated ARF1 GTP hydrolysis, GDP FP detection. inhibition, % at 16.5 µM. hit rate 0.19% among 360,000. AID 624377; in the data active means inhibition above about 25%;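 further: 0% = vehicle with enzyme and substrate and 100% = no enzyme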
UHRF1 MBD2 ctr – UHRF1 methyl-DNA binding inhibition; UHRF1 binding to methylated oligo, TR-FRET; inhibition, % at 4.4 µM; hit rate 0.75% among 370,000; in the data active means inhibition above about 21%;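 further: UHRF1 SRA domain binding a hemimethylated CpG hairpin DNA probe; 0% = median of test compound wells and 100% = reference inhibitor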
Starred values were filed as active, the others as inactive; · = not tested or not shown.

#1 Nc1c(C2=NCCO2)nnn1Cc1ccccc1
#2 CCOC(=O)N1CCC(NC(=O)Cn2cc3c(n2)CCC(C)C3)CC1 (configuration not stated)
#3 COc1ccc(C2CC(c3ccc4ccccc4c3)=NN2C(=O)CNC2CCCCC2)cc1 (configuration not stated)
#4 Cc1ccccc1-c1nnc2n1N=C(c1ccc(O)c(O)c1)CS2
#5 COc1ccccc1NS(=O)(=O)c1cccc(C(=O)NCC(c2ccco2)N2CCCC2)c1 (configuration not stated)
#6 Cc1ccc(-n2c(C)cc(C(=O)COC(=O)C3=NNC(=O)CC3)c2C)cc1
#7 Cc1ccc(S(=O)(=O)N2CCC(C(=O)Nc3ccccc3N3CCCC3)CC2)cc1
#8 CCc1nc2ccc(C(=O)N3CCN(S(=O)(=O)CC)CC3)cn2c1N(C=O)CCC(C)C
#9 CCC(C)N1CCN(C(=O)c2cc(OC)cc(OC)c2)CC1 (configuration not stated)
#10 CCN(CC)S(=O)(=O)c1cccc(N=Nc2sc(N)nc2C)c1
entry no. | 1 | 2 | 3 | 4 | 5 | 6 | 7 | 8 | 9 | 10
Tn7 DDE FP | -5 | 4 | 4 | 1 | -5 | -4 | -2 | -2 | -5 | 3
ADAM17 inh | 0 | -4 | -1 | -2 | -1 | -2 | 1 | -5 | -1 | 4
PLCg1 inh | -2 | 0 | -8 | 2 | -1 | 1 | -4 | -2 | 0 | -7
PLC-beta3 inh | -5 | 3 | -10 | -2 | -4 | 2 | -3 | -8 | 0 | -11
MBD2 DNA inh | 1 | 5 | 2 | -2 | 5 | 2 | -4 | -5 | -1 | -4
KLK7 zymogen act | 0.2 | -0.4 | -1.0 | -0.4 | 0.2 | 0.6 | 1.3 | -0.3 | 0.1 | -0.2
ARFGAP1 inh | -1 | -1 | -8 | · | -8 | 10 | -3 | -9 | 4 | 14
Tn6 DDE FP | -9 | 1 | -2 | -1 | 6 | 9 | 1 | -2 | 3 | 3
ASAP1 inh | -3 | -3 | 10 | · | 12 | 2 | 8 | -3 | -8 | 11
UHRF1 MBD2 ctr | -1 | 0 | -1 | 5 | 1 | 2 | 1 | -3 | -2 | -5

Some of the entries so far, tab-delimited.
#	SMILES	Tn7 DDE FP	ADAM17 inh	PLCg1 inh	PLC-beta3 inh	MBD2 DNA inh	KLK7 zymogen act	ARFGAP1 inh	Tn6 DDE FP	ASAP1 inh	UHRF1 MBD2 ctr
4	Cc1ccccc1-c1nnc2n1N=C(c1ccc(O)c(O)c1)CS2	1	-2	2	-2	-2	-0.4	·	-1	·	5
6	Cc1ccc(-n2c(C)cc(C(=O)COC(=O)C3=NNC(=O)CC3)c2C)cc1	-4	-2	1	2	2	0.6	10	9	2	2
3	COc1ccc(C2CC(c3ccc4ccccc4c3)=NN2C(=O)CNC2CCCCC2)cc1 (configuration not stated)	4	-1	-8	-10	2	-1.0	-8	-2	10	-1
7	Cc1ccc(S(=O)(=O)N2CCC(C(=O)Nc3ccccc3N3CCCC3)CC2)cc1	-2	1	-4	-3	-4	1.3	-3	1	8	1
1	Nc1c(C2=NCCO2)nnn1Cc1ccccc1	-5	0	-2	-5	1	0.2	-1	-9	-3	-1

Remaining list, next part:
#11 Nc1nc(NC(=O)c2cccnc2)nn1-c1ccccc1
#12 Nn1c(SCC(=O)NC2CCCCC2)nnc1-c1cc(-c2ccc(F)cc2)n[nH]1
#13 Cn1c2ccc(F)cc2c2ncn(Cc3ccco3)c(=O)c21
#14 Cc1ccc(-c2nc(COC(=O)C3=NN(c4ccccc4)C(=O)CC3)cs2)cc1
#15 CC(C)COc1ccc(C(=O)N(Cc2ccco2)C2CCS(=O)(=O)C2)cc1 (configuration not stated)
#16 O=C(N/N=C/c1cccc(O)c1)c1ccc2c(c1)OCCO2
#17 Cc1cccnc1C(NC(=O)C1CCN(Cc2ccc(Cl)cc2)CC1)c1ccccc1 (configuration not stated)
#18 Cc1cccc2cc(CN(CCN3CCCC3)C(=O)NC3CCCCC3)c(=O)[nH]c12
#19 Cc1noc(C)c1CSc1nnc(-c2ccccc2)n1N
#20 CC(=O)N1CCN=C1SCc1cccc(F)c1
entry no. | 11 | 12 | 13 | 14 | 15 | 16 | 17 | 18 | 19 | 20
Tn7 DDE FP | -4 | 5 | -3 | -3 | -2 | 3 | 7 | 6 | 6 | 4
ADAM17 inh | 0 | -4 | -92 | -3 | -2 | 2 | -5 | -9 | -7 | -1
PLCg1 inh | 8 | -2 | -11 | 3 | 0 | -2 | 3 | -1 | -1 | -2
PLC-beta3 inh | 1 | 1 | -17 | -10 | -2 | -7 | 0 | -3 | 1 | -4
MBD2 DNA inh | 3 | -2 | 0 | 3 | 4 | -7 | 1 | -1 | 1 | -1
KLK7 zymogen act | -0.3 | 0.4 | 0.1 | 0.5 | 0.8 | -0.4 | -0.3 | 0.2 | 0.1 | 0.5
ARFGAP1 inh | 8 | · | 6 | -3 | 5 | 6 | 7 | -9 | -19 | -1
Tn6 DDE FP | -13 | 5 | -5 | 3 | -3 | -2 | -2 | -3 | 0 | 4
ASAP1 inh | 7 | · | -8 | -15 | -7 | 7 | 2 | -12 | 9 | -8
UHRF1 MBD2 ctr | 1 | -2 | 0 | 1 | 0 | -4 | 2 | 1 | 0 | -2

#21 Cc1ccc2cc(C)c(Sc3nnnn3-c3ccccc3)nc2c1
#22 O=C(COc1ccc(S(=O)(=O)N2CCCC2)cc1[N+](=O)[O-])N1CCCC1
#23 COCCCN1C(=O)C(=O)/C(=C(/O)c2ccc(OCC(C)C)cc2)C1c1cccnc1 (configuration not stated)
#24 Cc1ccc(-c2nnc(-c3cccs3)o2)cc1
#25 NNC(=O)CNC(=O)Nc1n[nH]c(=S)s1
#26 O=C(NCC(c1cccnc1)N1CCOCC1)c1cccc(Cl)c1 (configuration not stated)
#27 c1ccc2c(CCNc3ncnc4nc[nH]c34)c[nH]c2c1
#28 COc1ccc(/C=N/OCC(=O)NC(c2ccccc2)c2ccccc2)c(OC)c1
#29 CN1CCC(N2CCCC(C(=O)O)C2)CC1 (configuration not stated)
#30 COC(=O)C1CN(Cc2ccc(F)cc2)CCS(=O)(=O)N1Cc1ccc(C)cc1 (configuration not stated)
entry no. | 21 | 22 | 23 | 24 | 25 | 26 | 27 | 28 | 29 | 30
Tn7 DDE FP | 0 | -7 | -4 | -2 | 0 | 3 | 4 | 0 | -6 | -4
ADAM17 inh | 0 | 0 | 1 | -22 | -11 | -2 | 1 | 5 | -3 | 1
PLCg1 inh | 4 | 2 | 5 | -6 | -5 | 0 | 3 | 0 | 1 | -1
PLC-beta3 inh | 1 | -3 | 2 | -16 | -6 | 1 | 3 | -2 | 2 | 3
MBD2 DNA inh | -4 | -6 | 1 | -5 | 0 | -4 | 1 | -1 | -2 | -6
KLK7 zymogen act | -0.6 | -0.2 | 0.1 | -0.4 | -0.1 | 0.5 | 0.6 | 0.6 | 0.0 | 0.4
ARFGAP1 inh | 8 | 9 | -7 | -1 | 1 | 1 | 3 | -12 | -5 | ·
Tn6 DDE FP | 5 | 6 | 3 | 3 | 8 | -1 | 4 | -2 | 0 | -1
ASAP1 inh | 5 | 6 | -5 | -8 | -1 | 11 | 6 | 3 | 0 | ·
UHRF1 MBD2 ctr | 2 | -1 | -1 | -3 | 1 | -3 | -2 | -3 | 1 | 0

#31 CCOC(=O)c1ccccc1NC(=O)c1ccccc1N(C)S(C)(=O)=O
#32 COc1cccc(NC(=O)Nc2ccc3c(c2)nc(C)n3C)c1
#33 O=C(OCC(=O)N1CCN(Cc2ccccc2)CC1)c1ccc(Cl)cc1
#34 O=C(CSc1nnc(SCc2ccccc2)s1)N/N=C/C=C\c1ccco1
#35 Cc1ccc(NC(=O)COC(=O)CNC(=O)c2cccc([N+](=O)[O-])c2)cc1S(=O)(=O)N1CCCCCC1
#36 O=C(O)c1ccc(CSc2nnc(-c3ccco3)n2-c2ccccc2)cc1
#37 COc1ccc2cc(C(c3nnnn3CCc3ccccc3)N3CCC(O)CC3)c(=O)[nH]c2c1 (configuration not stated)
#38 COc1ccc(CNCCC(c2ccccc2)C2CCOC(C)(C)C2)cc1 (configuration not stated)
#39 C#CCOCCOCCOCCNc1nc(N2CCOCC2)nc(N2CCN(C(=O)[C@H](CCC(=O)O)n3cc(C(N)CO)nn3)CC2)n1 (some centres not stated)
#40 O=C(NCC1CC1)c1cc([N+](=O)[O-])cc([N+](=O)[O-])c1
entry no. | 31 | 32 | 33 | 34 | 35 | 36 | 37 | 38 | 39 | 40
Tn7 DDE FP | 5 | -3 | 3 | 12 | 2 | -6 | 7 | 3 | 6 | -1
ADAM17 inh | -3 | 1 | -1 | -2 | 0 | -5 | -7 | -3 | -8 | -4
PLCg1 inh | -1 | 2 | -1 | -7 | 0 | 1 | -9 | -2 | 6 | -1
PLC-beta3 inh | 1 | 0 | 2 | -13 | -2 | -1 | -12 | -45 | -4 | -6
MBD2 DNA inh | 0 | -1 | 1 | -1 | 1 | -2 | -2 | 8 | 3 | 4
KLK7 zymogen act | -0.5 | 0.5 | 0.1 | -0.1 | 0.7 | -0.1 | 0.1 | -0.9 | · | 0.0
ARFGAP1 inh | 1 | 2 | -4 | -3 | 4 | 13 | 12 | -5 | · | -6
Tn6 DDE FP | -1 | 0 | 4 | -5 | 0 | 0 | 4 | -1 | -2 | 5
ASAP1 inh | 6 | 5 | 3 | 7 | -3 | 6 | 11 | -7 | · | 5
UHRF1 MBD2 ctr | 0 | 1 | -1 | 3 | 4 | 2 | -1 | 20 | 9 | 1

#41 COc1ccc(Br)c(C(=O)N(C)CC(=O)Nc2ccc(N3CCOCC3)cc2)c1
#42 CC1CN(S(=O)(=O)c2ccc(F)cc2)C(C)N1C(=O)N1CCOCC1 (configuration not stated)
#43 Cc1ccc(S(=O)(=O)N(C)c2ccc(C(=O)O)cc2)cc1
#44 CCC(N1CCOC1=O)S(=O)(=O)c1ccc(C)cc1 (configuration not stated)
#45 O=C(Cc1ccc(F)cc1)N1CCN=C1SCc1ccc([N+](=O)[O-])cc1
#46 COc1cccc(CC(NC(C)=O)C(=O)NC2CCN(C(=O)c3ccc(Cl)cc3)CC2)c1 (configuration not stated)
#47 Cc1ccccc1OCc1nnc(SCC(=O)O)n1Cc1ccccc1
entry no. | 41 | 42 | 43 | 44 | 45 | 46 | 47
Tn7 DDE FP | -4 | -3 | 7 | -5 | 0 | 9 | 0
ADAM17 inh | -7 | -3 | 0 | -1 | 1 | -2 | 3
PLCg1 inh | 2 | -2 | 1 | 4 | -2 | 0 | -3
PLC-beta3 inh | 1 | -4 | 3 | -2 | 0 | -7 | -2
MBD2 DNA inh | 7 | 1 | 2 | 3 | -3 | 3 | 4
KLK7 zymogen act | 0.0 | -0.3 | -1.1 | 0.0 | 0.1 | 0.6 | 0.5
ARFGAP1 inh | 13 | 1 | -5 | 2 | 5 | 4 | -2
Tn6 DDE FP | -5 | -2 | -1 | -7 | -6 | 10 | -7
ASAP1 inh | -6 | 6 | -4 | -11 | 7 | 12 | -12
UHRF1 MBD2 ctr | 10 | -1 | 0 | -2 | 1 | -3 | -2
